GPR151 ag: human GPR151 activation; activation, % at 11.2 µM; 650,000 tested, 1% active; AID 1508602; PathHunter beta-arrestin GPR151 cells, luminescence; Q8TDV0; in the data active = activation above about 4.9%;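 note: 0% = median of compound wells and 100% = cells with positive control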
Target sequence (Q8TDV0 whole entry, looked up): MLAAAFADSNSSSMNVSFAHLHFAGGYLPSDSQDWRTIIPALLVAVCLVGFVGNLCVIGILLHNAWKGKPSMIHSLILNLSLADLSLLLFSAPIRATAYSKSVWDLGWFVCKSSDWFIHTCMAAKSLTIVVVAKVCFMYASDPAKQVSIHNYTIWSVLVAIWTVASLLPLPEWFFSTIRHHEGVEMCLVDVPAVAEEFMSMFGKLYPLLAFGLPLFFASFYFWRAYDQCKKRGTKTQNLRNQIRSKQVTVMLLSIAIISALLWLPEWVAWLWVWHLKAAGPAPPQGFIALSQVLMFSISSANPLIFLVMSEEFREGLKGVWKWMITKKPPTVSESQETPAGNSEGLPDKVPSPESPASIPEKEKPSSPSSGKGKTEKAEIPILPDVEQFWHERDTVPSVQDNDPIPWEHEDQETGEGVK
FBW7 act: human FBW7 E3 ligase activation, primary screen | normalized activity (activation), % at 26.1 µM | 650,000 tested, 0.13% active | Q969H0 | AlphaScreen FBW7–phospho-cyclin E peptide binding, activator screen; in the data active = normalized activity above about 1.9%;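 note: purified mutant Fbw7 with reduced substrate affinity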
MITF primary: inhibitors of human MITF. O75030. AlphaScreen MITF homodimerization, bead proximity signal. inhibition, % at 2.6 µM. 650,000 tested, 0.91% active. AID 1259374; in the data active = inhibition above about 50%;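 note: 0% = vehicle wells with protein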
Target sequence (O75030 whole entry, looked up): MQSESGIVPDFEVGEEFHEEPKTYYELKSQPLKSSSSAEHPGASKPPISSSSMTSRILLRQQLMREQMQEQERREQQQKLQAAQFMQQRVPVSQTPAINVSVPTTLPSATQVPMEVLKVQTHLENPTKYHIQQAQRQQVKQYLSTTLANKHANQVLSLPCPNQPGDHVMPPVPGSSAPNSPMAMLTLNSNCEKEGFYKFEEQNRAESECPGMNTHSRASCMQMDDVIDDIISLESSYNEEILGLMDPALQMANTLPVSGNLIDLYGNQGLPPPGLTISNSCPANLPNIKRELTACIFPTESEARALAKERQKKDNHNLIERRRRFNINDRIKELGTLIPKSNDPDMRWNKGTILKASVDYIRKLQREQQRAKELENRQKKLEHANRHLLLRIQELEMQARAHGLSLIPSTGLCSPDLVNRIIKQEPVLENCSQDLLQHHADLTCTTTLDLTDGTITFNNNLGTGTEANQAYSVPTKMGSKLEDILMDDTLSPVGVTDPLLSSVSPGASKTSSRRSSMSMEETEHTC
TEAD-YAP inh: TEAD-YAP interaction inhibition. 640,000 tested, 1.4% active. HEK-TIYL cells, TEAD-Gal4/YAP UAS-luciferase luminescence. AID 1259422. inhibition, % at 9.12 µM; in the data active = inhibition above about 32%;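 note: 0% = median of test compound wells and 100% = reference inhibitor wells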
* = called active by the depositor. Outcome played no part in choosing rows (roughly 3.4% active in at least one column).

SMILES | GPR151 ag | FBW7 act | MITF primary | TEAD-YAP inh
COc1ccc(OCCCCOc2ccc([N+](=O)[O-])cc2)cc1 | 0.2 | -0.1 | 9 | 3
COc1ccc(C(=O)COC(=O)c2sccc2C)cc1OC | -0.9 | 0.5 | 10 | -22
COc1ccc(O)c(/C=N/NC(=O)c2ccc(NC(=O)c3ccc(F)cc3)cc2)c1 | 1.3 | 0.4 | 8 | 18
COc1ccc(/C=C/c2cccc[n+]2C)c(OC)c1 | -0.4 | 0.3 | 25 | 15
C=CCNS(=O)(=O)c1ccc(Cl)c(Cl)c1 | 0.0 | 0.2 | 2 | 0
COc1cc(OC)c(NC(=O)CSc2ncc(-c3ccc(F)cc3)o2)cc1Cl | 0.7 | 0.0 | -3 | 13
CC1CCC2(CC1)Nc1ccccc1S2 (stereo not given) | 2.2 | -0.7 | 8 | 8
CCOc1ccc(NC(=O)/C(C#N)=C/c2ccc(OCC(=O)NCC3CCCO3)cc2)cc1 (stereo not given) | 0.9 | -0.2 | -10 | -1
CC(=O)Nc1ccc(NC(=O)c2cccc(-c3ccccc3)n2)cc1 | 1.3 | 0.2 | 7 | 10
Cc1cc2c(cc1C)NC(c1ccc(C(F)(F)F)cc1)C1=C(CC(C)(C)CC1=O)N2 (stereo not given) | 0.0 | 0.0 | 2 | 1
CS(=O)(=O)N(CC(=O)N1CCN(c2ccccc2)CC1)c1ccc(F)c(Cl)c1 | -0.5 | 0.1 | 12 | 7
CN(C)CCN1C(=O)C(O)=C(C(=O)c2cccs2)C1c1ccncc1 (stereo not given) | -1.0 | 0.0 | -6 | 2
O=C(c1cccc2c1NC(c1ccc(Cl)cc1Cl)C1CC=CC21)N1CCOCC1 (stereo not given) | -0.1 | -0.1 | 2 | 12
COc1ccccc1OCc1nc(-c2ccc(Cl)cc2)no1 | 0.3 | 0.4 | 11 | -15
COc1ccc(CN2CCN3C(=O)[C@H](CCCCN)NC(=O)[C@H]3C2)cc1 | 0.0 | -0.1 | 3 | 1
CCN(CC)CCNc1nc2c(c(=O)n(C)c(=O)n2C)n1Cc1ccc(Cl)c(Cl)c1 | -1.0 | 0.1 | 4 | -15
CC(=O)Nc1ncc(Cc2cc(Cl)ccc2Cl)s1 | 2.1 | 0.0 | 3 | 19
C#CCSc1nc2ccccc2o1 | 0.1 | 0.1 | 9 | 11
O=C(CCSc1ccccc1)NCCCn1ccnc1 | -1.0 | -0.2 | 6 | -3
Cc1ccc(S(=O)(=O)N2CCc3[nH]c4ccccc4c3C2)cc1 | -1.2 | 0.0 | -41 | -9
Cc1c(CNCCC2=CCCCC2)c(C(=O)O)c(C)n1Cc1ccc(F)cc1 | -0.1 | -0.1 | 7 | -8
COc1ccc(N(CC(=O)NCc2ccc(Cl)cc2Cl)S(=O)(=O)c2ccccc2[N+](=O)[O-])c(OC)c1 | -0.6 | 0.3 | 8 | 11
CN(CCc1ccccn1)c1ccc(C(=O)O)cc1[N+](=O)[O-] | 0.5 | -0.1 | -8 | -2
COc1cccc(/C=C2/N=C(c3cccc4ccccc34)OC2=O)c1OC | -1.0 | 0.1 | 14 | 3
COc1ccccc1NC(=O)Nc1nnc(N2C(C)CCCC2C)s1 (stereo not given) | 3.7 | -0.1 | -1 | -19
CCOC(=O)C1(C)C=C(Nc2ccc(S(N)(=O)=O)cc2)C(=O)N1c1ccc(S(N)(=O)=O)cc1 (stereo not given) | 0.4 | -0.1 | 5 | -10
O=C(CNc1ccc(I)cc1)NCCC1=CCCCC1 | 0.7 | 0.0 | 0 | 0
COc1ccc(OCCCNCCc2ccccc2)cc1 | -1.5 | 0.0 | 0 | 4
CCCCNC(=O)CCNS(=O)(=O)c1ccc(Cl)cc1 | -0.1 | 0.0 | 16 | 3
Cc1cc(F)ccc1NS(=O)(=O)c1ccc2c(c1)NC(=O)C(C)C(=O)N2 (stereo not given) | -0.2 | 0.1 | 9 | 1
CCC[C@@H]1NC(=O)[C@@H]2C[C@H](NCc3cccc(OC)c3)CN2C1=O | 2.3 | -0.1 | -2 | -5
CCOC(=O)N1CCN(c2cc(-c3cncc(-c4ccc(OC)cc4)c3)nc(C)n2)CC1 | -1.1 | 0.1 | 6 | 9
COc1cc(Nc2nc(NCc3cccc(C(F)(F)F)c3)c3ncn(CCN4CCCC4=O)c3n2)cc(OC)c1OC | 5.3* | 0.4 | 5 | 2
O=C(O)CCCC(C(=O)O)N1C(=O)CSC1=S (stereo not given) | -0.3 | -0.9 | -2 | 12
O=C(COc1ccc2ccccc2c1)N/N=C/c1ccco1 | -1.1 | 0.8 | 32 | 2
COc1ccc(C2C(C(=O)N3CCN(c4ccccc4OC)CC3)c3ccccc3C(=O)N2C)cc1OC (stereo not given) | 1.6 | 0.0 | 31 | 10
Cc1ccc(N2C(N)=C(C#N)C(c3ccsc3)C3=C2CCCC3=O)cc1 (stereo not given) | 3.6 | 0.3 | -11 | 2
CCS(=O)(=O)c1ncc(Cl)c(C(=O)Nc2ccc(F)cc2)n1 | -0.6 | -0.1 | -3 | -10
O=C(CSc1nc2cc(C(=O)NCC3CCCO3)ccc2c(=O)n1CC1CCCO1)NC1CCCCC1 (stereo not given) | 0.8 | 0.5 | 2 | 0
Cc1ccccc1C(=O)Nc1ccc(S(=O)(=O)N2CCCCC2c2cccnc2)cc1 (stereo not given) | -0.9 | -0.1 | -2 | 4
CCOC(=O)c1c(NC(=O)C2CC2)sc(C(=O)N(C)C)c1C | -0.7 | 0.1 | 4 | -14
CCCCOC(=O)C1=C(C)NC2=C(C(=O)CC(C)(C)C2)C1c1ccc(OCCC)cc1 (stereo not given) | 0.5 | 0.0 | -1 | -6
COc1ccc(/C=C2/C=C(c3ccccc3)OC2=O)c(OC)c1 | -0.5 | -0.1 | 0 | -4
Cc1ccc(F)cc1Nc1nc(Cc2ccccc2)nc2sc3c(c12)CCCC3 | -1.1 | 0.1 | 14 | 12
CCOc1ccc(/C=C2/SC(N3CCCC(C)C3)=NC2=O)c(OCC)c1 (stereo not given) | 0.1 | 0.0 | -9 | -3
CC1=CCc2c(c3ccccc3c(=O)n2Cc2ccccc2)-c2oc(C)cc21 | 1.2 | -0.1 | -7 | 4
COc1ccc(-c2cc(C(=O)c3c(N)n(C)c(=O)n(C)c3=O)c3ccccc3n2)cc1OC | -0.5 | -0.1 | 10 | -27
CCOc1ccc(NC(=O)c2cccc(N3C(=O)NC4CC3(C)Oc3ccccc34)c2)cc1 (stereo not given) | 2.6 | 0.1 | 6 | 2
CCN1CCN(C(c2ccc(C)cc2)c2nnnn2CC2CCCO2)CC1 (stereo not given) | 0.5 | 0.0 | 17 | -7
Cc1ccc(NC(=O)c2cc(S(=O)(=O)N3CCC4(CC3)OCCO4)ccc2F)cc1C | -0.5 | 0.1 | -14 | -3
CC1=C(C(=O)Nc2cccc(C)n2)C(c2ccc(Cl)cc2)C2=C(CCCC2=O)N1 (stereo not given) | 0.5 | -0.1 | -10 | 7
CC1(C)C(N(O)C(=O)Nc2ccccc2)N(c2ccccc2)C(=O)N1Cc1c(F)cccc1F (stereo not given) | 0.2 | -0.2 | 5 | -2
COc1cccc(COc2nc3c(c(=O)n(Cc4ccc(F)cc4)c(=O)n3C)n2C)c1 | 2.1 | -0.1 | -4 | -7
Cc1onc(-c2ccccc2Cl)c1C(=O)O/N=C(\N)c1ccccn1 | 0.0 | 0.2 | -11 | 18
O=C(CSc1nnc(SCC(=O)NC2CCCCC2)s1)NC1CCCCC1 | 1.6 | 0.0 | 1 | -6
CCOC(=O)c1sc(-c2ccc(C)cc2)c(C#N)c1C | -1.5 | -0.1 | 2 | -5
Cc1ccc(NC(=S)NC(=O)c2cccs2)c(C)c1 | 0.7 | -0.2 | 5 | -23
CCc1nc2ccc(C(=O)NCc3ccco3)cc2nc1CC | -0.5 | -0.2 | 10 | -5
CN(C)S(=O)(=O)N1CCN(c2ccccc2F)CC1 | 2.5 | -0.2 | -2 | -1
O=C(O)C1C2C=CC(O2)C1C(=O)NCc1ccc(Cl)cc1 (stereo not given) | -0.4 | 1.2 | 21 | 3
The list goes on.
SMILES | GPR151 ag | FBW7 act | MITF primary | TEAD-YAP inh
O=C(O)c1ccccc1SC1CC(=O)N(c2ccccc2Cl)C1=O (stereo not given) | 0.2 | 0.4 | 25 | -7
N#C/C(=C\c1ccc([N+](=O)[O-])o1)c1nc(-c2ccc(Br)cc2)cs1 | 0.0 | 0.0 | -4 | 8
O=C(NCc1ccco1)c1ccccc1[N+](=O)[O-] | -0.8 | 0.1 | 0 | 8
CSc1ccccc1NC(=O)Cn1nc(C(F)(F)F)c(Br)c1C | -1.3 | 0.1 | -3 | 1
O=C(Nc1nc(-c2ccccc2)cs1)C1=COCCO1 | -1.0 | 0.2 | 14 | -38
COCCCn1c(=O)c2sccc2n2c(CCCC(=O)NC3CCC(C)CC3)nnc12 (stereo not given) | -4.1 | 0.4 | 20 | 1
COC(=O)c1ccc(C2C3=C(CC(C)(C)CC3=O)N(c3cccc(F)c3)C3=C2C(=O)CC(C)(C)C3)cc1 | -0.9 | 0.0 | 2 | 2
O=C(NCc1ccccc1)C(=O)Nc1ccccc1F | -0.8 | -0.1 | -5 | -58
CC(=O)N(CN1C(=O)c2ccccc2C1=O)c1ccccc1C | -2.2 | -0.1 | 3 | -10
CCSc1nnc(NC(=O)COc2cc(C)ccc2Cl)s1 | -0.4 | -0.1 | 2 | -43
Cc1nc2ccccn2c1C(=O)/C=C/c1cccc([N+](=O)[O-])c1 | -0.1 | 0.1 | 1 | 7
NC(=O)CSc1nnc(-c2cccs2)n1C1CCCCC1 | -1.3 | 0.1 | 1 | 15
Cc1ccc2c(c1)N(C(=O)CN1C(=O)C3CCCCC3C1=O)C(C)(C)CC2(C)c1ccccc1 (stereo not given) | 1.6 | 0.2 | 15 | 5
COc1ccc(-c2nnc3ccc(SCC(=O)N4CCCC4)nn23)cc1 | 1.0 | 0.3 | 14 | 2
Cc1ccc(OCCn2cc(/C=C3/C(=N)N4N=C(C(C)C)SC4=NC3=O)c3ccccc32)cc1C | -0.2 | -0.2 | -2 | -1
O=C1NC(=S)N/C1=C/c1cccc(OCc2ccccc2)c1 | 0.3 | 0.2 | 15 | 2
Cc1cc(C(F)F)n2nc(C(=O)NC3(c4ccccc4F)CCCC3)nc2n1 | -0.8 | 0.0 | -1 | 4
CCC(=O)Nc1ccc(C(=O)N2CCc3ccccc32)cc1 | 1.8 | 0.0 | -15 | -9
Cn1cc(CNC2CCN(c3ccc(C(=O)NCc4ccccc4F)cc3)CC2)cn1 | -0.4 | 0.8 | 15 | -3
Cc1cc(=O)[nH]c(N/N=C/c2ccc(N(C)C)cc2)n1 | -0.9 | -0.2 | 6 | -15
CC1CCCCC1NS(=O)(=O)c1ccc(F)c(C(=O)Nc2ccccc2Br)c1 (stereo not given) | -0.3 | 0.0 | -5 | -2
O=C1C2CC=CCC2C(=O)N1Cc1ccccc1 (stereo not given) | -0.8 | 0.0 | 20 | 5
CCOC(=O)Cn1c(C(C)Br)nc2ccccc2c1=O (stereo not given) | 0.9 | 0.1 | 11 | 3
COc1cc(F)ccc1CN1CCCC(C(=O)Nc2ccc(-c3cscn3)cc2)C1 (stereo not given) | -0.9 | 0.0 | -1 | 0
CCOC(=O)c1ccccc1NC(=O)c1sc2ncnc(N3CCC(C)CC3)c2c1C | -0.9 | 0.3 | 7 | 6
O=c1/c(=C/c2ccccc2Cl)sc2nnc(-c3ccccc3Cl)n12 | -0.6 | 0.7 | 20 | 2
COc1ccc(NC(=O)c2c(NCc3cccc(OC)c3OC)sc3c2CCCCC3)c(OC)c1 | 1.8 | -0.1 | 17 | 6
COC(=O)c1ccc(NC(=O)c2ccc(N3C(=O)c4cccnc4C3=O)cc2)cc1 | 0.0 | -0.6 | 21 | -14
Fc1cccc(-c2nc(-c3ccc4sc5ccccc5c4c3)c(-c3ccccc3)[nH]2)c1 | 0.0 | -0.1 | 0 | -5

Reformatted as comma-separated lines: 13 of the compounds above.
smiles,GPR151 ag,FBW7 act,MITF primary,TEAD-YAP inh
COc1ccc(-c2nnc3ccc(SCC(=O)N4CCCC4)nn23)cc1,1.0,0.3,14,2
Cc1ccc(OCCn2cc(/C=C3/C(=N)N4N=C(C(C)C)SC4=NC3=O)c3ccccc32)cc1C,-0.2,-0.2,-2,-1
O=C1NC(=S)N/C1=C/c1cccc(OCc2ccccc2)c1,0.3,0.2,15,2
Cc1cc(C(F)F)n2nc(C(=O)NC3(c4ccccc4F)CCCC3)nc2n1,-0.8,0.0,-1,4
CCC(=O)Nc1ccc(C(=O)N2CCc3ccccc32)cc1,1.8,0.0,-15,-9
Cn1cc(CNC2CCN(c3ccc(C(=O)NCc4ccccc4F)cc3)CC2)cn1,-0.4,0.8,15,-3
Cc1cc(=O)[nH]c(N/N=C/c2ccc(N(C)C)cc2)n1,-0.9,-0.2,6,-15
CC1CCCCC1NS(=O)(=O)c1ccc(F)c(C(=O)Nc2ccccc2Br)c1 (stereo not given),-0.3,0.0,-5,-2
O=C1C2CC=CCC2C(=O)N1Cc1ccccc1 (stereo not given),-0.8,0.0,20,5
CCOC(=O)Cn1c(C(C)Br)nc2ccccc2c1=O (stereo not given),0.9,0.1,11,3
COc1cc(F)ccc1CN1CCCC(C(=O)Nc2ccc(-c3cscn3)cc2)C1 (stereo not given),-0.9,0.0,-1,0
CCOC(=O)c1ccccc1NC(=O)c1sc2ncnc(N3CCC(C)CC3)c2c1C,-0.9,0.3,7,6
O=c1/c(=C/c2ccccc2Cl)sc2nnc(-c3ccccc3Cl)n12,-0.6,0.7,20,2
